CYP2C9 inh: inhibitors of human CYP2C9. inhibition, % at 5 µM. CYP2C9 Supersomes, luciferin-H conversion, luminescence. hit rate 20% among 96,000;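 active means blocking of liver enzyme CYP2C9 beyond about 50% at 5 µM, limit read from the data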; further: values of inactives mirror those of a sister screen read the other way
CYP2C19 inh: blocks human cytochrome P450 2C19; CYP2C19 Supersomes, luciferin-H EGE luminescence, 30 min; inhibition, % at 5 µM; hit rate 21% among 96,000; AID 778;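 active means CYP2C19 inhibition above a set limit at 5 µM in the primary screen, cut at about 50% in these data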;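 further: plate controls were negative control wells for no effect and 2.5 mM tranylcypromine positive control for full effect; values of inactives mirror those of a sister screen read the other way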
EphB4 antag: antagonists of human EphB4-ephrin-B2 interaction. hit rate 0.15% among 97,000. EphB4 LBD / TNYL-RAW-Alexa532 peptide, fluorescence polarization. inhibition, % at 7 µM. P54760;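 active means inhibition above the screen-wide mean inhibition plus 3 SD, cut at about 15% in these data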;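 further: 0% = DMSO wells and 100% = excess unlabeled TNYL-RAW peptide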
CYP2C19 act: activators of human cytochrome P450 2C19; 96,000 tested, under 10 active; activation factor at 5 µM; AID 1025; P33261; recombinant CYP2C19, luciferin-H EGE luminescence; hits give high values; 0 = fully inhibited enzyme, 1 = untreated enzyme;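 active means activation factor of at least 2 at 5 µM in the primary screen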;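 further: 0 = wells with 2.5 mM tranylcypromine and 1 = vehicle-only wells; values of inactives mirror those of a sister screen read the other way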
Plk1 PBD FP: blocks phosphopeptide binding to human Plk1 polo box domain | P53350 | Plk1 PBD phosphopeptide binding, fluorescence polarization | inhibition, %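 (tested at about 20 µM)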 | hit rate 0.13% among 97,000 | AID 693; in the data active means inhibition above about 34%, passing the limit was not always enough
Target sequence (P53350 whole entry, looked up, the tested form may be a part): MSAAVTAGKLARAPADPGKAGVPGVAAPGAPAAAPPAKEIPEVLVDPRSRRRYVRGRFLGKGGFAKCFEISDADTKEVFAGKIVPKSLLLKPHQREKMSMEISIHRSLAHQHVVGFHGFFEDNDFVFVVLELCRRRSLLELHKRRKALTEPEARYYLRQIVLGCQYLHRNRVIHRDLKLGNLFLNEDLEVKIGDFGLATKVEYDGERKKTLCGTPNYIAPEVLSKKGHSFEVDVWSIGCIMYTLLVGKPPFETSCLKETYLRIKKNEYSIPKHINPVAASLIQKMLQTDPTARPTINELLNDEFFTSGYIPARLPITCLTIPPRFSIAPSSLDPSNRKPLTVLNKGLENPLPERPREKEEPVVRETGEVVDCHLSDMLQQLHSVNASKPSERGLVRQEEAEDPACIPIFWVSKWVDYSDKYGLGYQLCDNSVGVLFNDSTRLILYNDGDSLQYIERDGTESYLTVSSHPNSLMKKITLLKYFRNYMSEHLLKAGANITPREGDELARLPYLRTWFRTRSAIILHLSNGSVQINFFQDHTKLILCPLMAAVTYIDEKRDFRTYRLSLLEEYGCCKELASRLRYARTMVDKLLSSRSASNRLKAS
PLAP activator: activates human placental alkaline phosphatase; P05187; purified PLAP enzyme, luminescent substrate read-out; hits give high values; activation fold at 20 µM; hit rate 1.2% among 96,000; in the data active means activation fold above about 2
Target sequence (P05187 whole entry, looked up): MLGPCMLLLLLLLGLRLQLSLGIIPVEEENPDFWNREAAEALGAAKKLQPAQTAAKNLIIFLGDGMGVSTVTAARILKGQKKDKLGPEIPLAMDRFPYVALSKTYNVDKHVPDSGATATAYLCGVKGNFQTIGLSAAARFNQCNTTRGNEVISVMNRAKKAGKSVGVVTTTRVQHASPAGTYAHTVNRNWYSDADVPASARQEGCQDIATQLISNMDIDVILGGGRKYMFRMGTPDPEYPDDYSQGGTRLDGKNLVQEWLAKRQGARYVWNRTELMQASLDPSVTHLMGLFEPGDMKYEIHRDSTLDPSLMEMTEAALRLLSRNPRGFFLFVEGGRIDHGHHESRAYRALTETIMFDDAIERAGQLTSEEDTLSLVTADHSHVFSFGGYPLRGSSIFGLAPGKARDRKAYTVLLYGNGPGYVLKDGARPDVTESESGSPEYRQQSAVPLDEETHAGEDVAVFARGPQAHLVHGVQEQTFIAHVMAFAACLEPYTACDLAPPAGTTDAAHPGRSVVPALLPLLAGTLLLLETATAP
CYP2C9 act: increases human cytochrome P450 2C9 activity; P11712; recombinant CYP2C9, luciferin-H conversion, luminescence; hits give high values; factor 1 = untreated enzyme, 0 = blocked; activation factor at 5 µM; hit rate 1.4% among 96,000; AID 1024;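 active means activation factor of 2 or more for CYP2C9 at a 5 µM dose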;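 further: 0 = sulfaphenazole-blocked wells and 1 = vehicle-only wells; values of inactives mirror those of a sister screen read the other way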
Rev-RRE block: HIV Rev-RRE protein-RNA interaction inhibition | inhibition, % at 8 µM | Rev peptide-RRE RNA binding, FRET | hit rate 0.79% among 97,000 | AID 704;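 active means inhibition above the screen-wide mean plus 3 SD, cut at about 35% in these data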;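 further: 0% = median DMSO wells and 100% = median Neomycin B control wells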
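assay system = Cy5-tagged RRE RNA duplex with fluorescein-tagged Rev peptide | incubation = 5 + 15 min at 25 °C | also added = labelled Rev peptide | measure = % inhibition of FRET ratio versus controls | benchmarks = DMSO wells as 0% and neomycin B wells as 100% inhibition | measured by = FRET fluorescence readout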
PLK1 kinase inh: blocks human PLK1 kinase activity; hit rate 0.53% among 97,000; recombinant PLK1 kinase, TR-FRET peptide phosphorylation; inhibition, % at 10 µM; AID 619;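 active means inhibition of 50% or more in the single-concentration screen; inactive means inhibition below 50%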;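 further: 0% = DMSO max control and 100% = H-89 dihydrochloride min control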
* marks the source's active call; other numbers are inactive results; x = no result given.

SMILES	CYP2C9 inh	CYP2C19 inh	EphB4 antag	CYP2C19 act	Plk1 PBD FP	PLAP activator	CYP2C9 act	Rev-RRE block	PLK1 kinase inh
Nc1ccc(-c2nc3c(Cl)c(N)ccc3[nH]2)cc1	-2	-6	-4	1.1	38	1.1	1	3	-9
COc1cc(S(=O)(=O)NC2CCCC2)ccc1F	-71	90*	3	0.1	-15	0.8	1.7	5	5
COC(=O)c1c(NC(=O)C2CCCO2)sc2c1CCC2 (stereo unspecified)	-21	-8	7	1.1	-23	1.5	1.2	-1	-3
C[n+]1cn(CC(O)COCc2ccccc2)c2ccccc21 (stereo unspecified)	-11	3	10	1	-36	0.7	1.1	3	-7
COc1ccc(N2CCN(C(=O)CCc3ccc(S(=O)(=O)NC(C)C)cc3)CC2)cc1	x	x	-1	x	-6	x	x	-2	-10
Cc1ccc2[nH]c(=O)c(CNC(C)(C)C)cc2c1	-2	3	3	1	7	0.9	1	7	-16
COc1ccc(C(=O)CSc2nnc(CNc3ccc(C)cc3C)n2Cc2ccco2)cc1	57*	88*	-1	0.1	-6	1.5	0.4	0	-11
CC1C(=O)C(C)C(c2ccc3c(c2)OCO3)NC1c1ccc2c(c1)OCO2 (stereo unspecified)	72*	97*	-3	0	14	0.8	0.3	3	0
COc1ccc(N=C2CCCN2CC(N)=O)cc1	-5	-4	10	1	3	1	1.1	10	-4
O=C(N/N=C/c1c(Cl)cccc1Cl)c1ccc(F)cc1	-10	28	3	0.7	33	0.8	1.1	1	30
Cc1nn(C)c(C(=O)NNC(=S)Nc2ccc(Cl)cc2)c1[N+](=O)[O-]	46	-6	3	1.1	-23	1.7	0.5	-1	-18
CCOC(=O)/C=C1\SCC(=O)N1CC(=O)NC1CCCCC1	3	67*	-10	0.3	-4	0.9	1	-1	-6
N#C/C(=N\Nc1ccccc1F)C(=N)N1CCCCC1	x	x	2	x	1	x	x	8	-12
C/C=C/c1ccc(OCCSc2nc(C)cc(=O)[nH]2)c(OC)c1	53*	16	x	0.8	x	1.2	0.5	x	x
O=C1N(CC(=O)N2CCc3ccccc32)CCN1Cc1ccccc1Cl	-204	25	-2	0.7	-4	0.8	3*	-4	-8
CCOC(=O)N1CCN(C(=O)CN(c2ccc(OC)c(OC)c2)S(C)(=O)=O)CC1	-11	-13	5	1.1	-5	1.1	1.1	5	-6
O=C(CCCSc1nc2ccccc2[nH]1)NCc1ccco1	-102	17	-1	0.8	0	0.9	2*	6	-5
O=C(COC(=O)Cn1cnc2ccccc21)Nc1ccc2c(c1)OCCO2	-1	4	-8	1	2	0.8	1	10	-6
CCCc1c(C)c(C#N)c2nc3ccccc3n2c1NCCCN1CCOCC1	39	21	-2	0.8	-19	1.4	0.6	14	-9
CCOC(=O)C1CCCN(CC(=O)Nc2c(C(=O)OC)[nH]c3ccc(C)cc23)C1 (stereo unspecified)	60*	43	2	0.6	-17	1.4	0.4	2	-10
COC(=O)c1cccc(NC(=O)CCCOc2cccc(C)c2)c1	58*	76*	-4	0.2	-27	0.7	0.4	11	-3
O=C(OCn1nnc2ccccc2c1=O)C1=COCCO1	-2	1	x	1	x	1	1	x	x
CCOc1ccc(N(CC(=O)Nc2cccc(OC)c2)S(=O)(=O)c2c(C)noc2C)cc1	92*	93*	1	0.1	-9	1.8	0.1	14	-12
O=C(Nc1cc(C(F)(F)F)ccc1N1CCOCC1)c1ccc(Cl)nc1	37	76*	-2	0.2	-4	1	0.6	10	-10
CS(=O)(=O)N(Cc1ccccc1)c1ccc(C(=O)N2CCN(c3cccc(Cl)c3)CC2)cc1	98*	92*	-3	0.1	33	1.8	0	-4	-5
The list continues.
SMILES	CYP2C9 inh	CYP2C19 inh	EphB4 antag	CYP2C19 act	Plk1 PBD FP	PLAP activator	CYP2C9 act	Rev-RRE block	PLK1 kinase inh
CN(C)CCCNC(=O)c1ccc(-c2ccccc2)cc1	29	2	-3	1	0	0.8	0.7	-4	-10
O=S(=O)(N1CCOCC1)n1c(Cc2ccccc2)nc2ccccc21	49	75*	12	0.3	15	1.7	0.5	10	-8
CC(NC(N)=O)C(=O)OCc1ccc(Cl)cc1Cl (stereo unspecified)	-41	43	-5	0.6	-8	1	1.4	4	-12
COc1ccc2c(=O)c(N3C(=O)c4ccccc4C3=O)c(C)oc2c1	11	0	-16	1	-7	0.9	0.9	-5	-12
CC1=C(C(=O)NCc2ccccn2)C2(CCC(C)CC2)OC1=O (stereo unspecified)	12	77*	11	0.2	-3	1	0.9	7	-10
O=C1c2ccccc2C(Nc2ccc3c(c2)OCCO3)N1Cc1ccc2c(c1)OCO2 (stereo unspecified)	80*	78*	-5	0.2	24	1	0.2	-4	-12
CC(C)Oc1ccc(C(=O)O)c(C(=O)O)c1	3	28	-9	0.7	16	0.9	1	0	-14
Cc1nc2ccc(NC(=O)N3CCOCC3)cc2s1	-47	-11	2	1.1	-36	0.8	1.5	4	-8
CCN(CC)S(=O)(=O)c1cccc(C(=O)NCC(=O)OCC(=O)NCc2ccccc2)c1	63*	30	8	0.7	15	0.9	0.4	4	0
CCN(CC#CCC(O)(c1ccccc1)C1CCCC1)C(C)C (stereo unspecified)	12	44	1	0.6	-7	1.5	0.9	-4	-10
O/N=C1/CCCCC1c1ccccn1 (stereo unspecified)	34	6	-1	0.9	-16	0.9	0.7	3	-5
O=C(CN1C(=O)c2ccccc2S1(=O)=O)N1CCc2ccccc21	-5	-7	6	1.1	6	1.2	1.1	1	-11
Cc1nc2ccc3nc(NC(=O)c4ccc5c(c4)OCCO5)sc3c2s1	10	0	-7	1	1	1	0.9	2	-41
O=S(=O)(NCc1ccc2c(c1)OCO2)c1ccc2oc3ccccc3c2c1	x	x	-7	x	8	x	x	6	-12
O=C(Nc1ccc(Cl)cc1)Nc1ccccc1C(=O)NCc1ccco1	53*	6	5	0.9	21	0.8	0.5	-1	-40
CCCCC(=O)NCCc1cc2c(C)ccc(C)c2[nH]c1=O	x	x	-8	x	-15	x	x	-7	-5
COc1ccc(Cl)cc1NC(=S)NCc1ccco1	-100	71*	0	0.3	-9	0.8	2*	7	13
O=C(Nc1nnc(-c2ccccc2)s1)c1cc(S(=O)(=O)N2CCOCC2)c(Cl)cc1Cl	4	1	1	1	26	1.1	1	6	-23
c1ccc(-c2nnc(CSc3nnc(-c4cccs4)o3)o2)cc1	x	x	7	x	6	x	x	8	-2
CCOc1ccc(-c2nnn(CC(=O)NCCc3c[nH]c4ccccc34)n2)cc1	1	5	11	0.9	11	0.8	1	6	-6
Cc1noc(C)c1S(=O)(=O)N1CCCC(C(=O)N2CCC(C)CC2)C1 (stereo unspecified)	-1	0	3	1	7	1.2	1	8	-1
COC(=O)Cc1c(O)ccn(Cc2ccc(F)cc2)c1=O	-13	-3	-2	1	-6	1.2	1.1	8	-1
O=C(Oc1cc2oc(=O)c3c(c2cc1Cl)CCCC3)c1ccco1	43	7	6	0.9	5	1.2	0.6	8	-3
Cc1ccc(/C=C/C(=O)c2ccc(C)cc2)cc1	x	x	-2	x	-10	x	x	3	-4
COc1ccc(C2C3=C(CC(C)(C)CC3=O)Oc3ncn(CC(C)C)c(=N)c32)cc1 (stereo unspecified)	17	-1	2	1	7	1.3	0.8	10	6

An excerpt from above, limited to Rev-RRE block and Plk1 PBD FP.
SMILES | Rev-RRE block | Plk1 PBD FP
CCN(CC)S(=O)(=O)c1cccc(C(=O)NCC(=O)OCC(=O)NCc2ccccc2)c1 | 4 | 15
Cc1ccc(/C=C/C(=O)c2ccc(C)cc2)cc1 | 3 | -10

3 records drawn at random from those above, as already listed:
SMILES	CYP2C9 inh	CYP2C19 inh	EphB4 antag	CYP2C19 act	Plk1 PBD FP	PLAP activator	CYP2C9 act	Rev-RRE block	PLK1 kinase inh
O=C(Nc1ccc(Cl)cc1)Nc1ccccc1C(=O)NCc1ccco1	53*	6	5	0.9	21	0.8	0.5	-1	-40
O=S(=O)(NCc1ccc2c(c1)OCO2)c1ccc2oc3ccccc3c2c1	x	x	-7	x	8	x	x	6	-12
CCN(CC#CCC(O)(c1ccccc1)C1CCCC1)C(C)C (stereo unspecified)	12	44	1	0.6	-7	1.5	0.9	-4	-10

More compounds.
SMILES	CYP2C9 inh	CYP2C19 inh	EphB4 antag	CYP2C19 act	Plk1 PBD FP	PLAP activator	CYP2C9 act	Rev-RRE block	PLK1 kinase inh
CCCS(=O)(=O)N1CCC(C(=O)c2cccc(C(F)(F)F)c2)CC1	-8	38	8	0.6	-4	1.3	1.1	12	0
N#Cc1ccccc1NC(=O)CSc1nnc(-c2ccc(F)cc2)n1-c1ccccc1	45	63*	7	0.4	7	1.5	0.5	9	-11
CN1CCN(c2ccccc2NC(=O)Cc2ccc(Cl)cc2)CC1	8	-5	12	1.1	-12	0.9	0.9	1	2
O=c1oc(-c2cccnc2)nc2ccccc12	-2	5	9	0.9	15	1.1	1	4	1
O=C(NC1CCCCC1)C(c1ccccc1)N1CCC2(CC1)OCCO2 (stereo unspecified)	20	26	x	0.7	x	1.7	0.8	x	x
O=C(Cn1c(C(F)(F)F)nc2ccccc21)N1CCCC1	27	21	7	0.8	-25	0.7	0.7	10	-1
Cc1ccc(N2C(=O)c3ccccc3C2O)nc1 (stereo unspecified)	40	79*	x	0.2	x	1	0.6	x	x
CC(Oc1cc(-c2ccccc2)cc2ccccc12)C(=O)N1CCOCC1 (stereo unspecified)	35	43	1	0.6	-7	1.4	0.6	8	7
Cc1cc(C)nc(SCC(=O)Nc2ncc3c(n2)CCCC3=O)n1	-18	-10	1	1.1	-23	0.9	1.2	9	-6
C/C(=N\O)C(=O)NCCCNCCCN(C)C	-31	-22	-1	1.2	-17	0.9	1.3	11	0
CC(=O)NCC(=O)NC(C(=O)Nc1ccc2c(c1)OCCO2)c1ccccc1 (stereo unspecified)	-4	-4	x	1	x	1.3	1	x	x
COc1ccc(OCc2nnnn2-c2ccccc2)cc1	21	69*	4	0.3	0	0.8	0.8	2	-9
c1ccc(-c2nnc(-c3ccncc3)o2)cc1	-7	76*	-6	0.2	-26	0.8	1.1	5	4
O=C(NC1CCCCC1)C1CN(S(=O)(=O)c2ccccc2)CCN1S(=O)(=O)c1ccccc1 (stereo unspecified)	16	12	-2	0.9	4	1.3	0.8	3	-7
CC(=O)Nc1nonc1-c1nc2ccccc2n1CCC#N	10	-4	-7	1	5	1.3	0.9	8	-7
COc1ccc(/C=N/N=C2/NC(=O)C(c3ccccc3)(c3ccccc3)S2)cc1	82*	5	5	0.9	4	1.2	0.2	9	-12
COc1ccc(CN2CCN(C(=O)CN3C(=O)C4C5C=CC(C5)C4C3=O)CC2)c(OC)c1OC (stereo unspecified)	6	21	10	0.8	1	1.3	0.9	1	-1
COc1cc(Cl)c(S(=O)(=O)NCCCN2CCOCC2)cc1Cl	-90	46	3	0.5	-8	1.2	1.9	3	-15
CCOC(=O)c1ccccc1N1C(=O)CSC1=S	19	29	-3	0.7	-1	1.1	0.8	2	-4
O=C(Nc1nc2ccccc2n1CCN1CCCC1)c1ccc(Cl)cc1	15	11	x	0.9	x	1.3	0.9	x	x
O=C(Nc1cccc(Cl)c1)C1=Cc2cc(Cl)ccc2OC1	-5	-1	4	1	7	0.9	1.1	3	-17
Cc1c(Cl)cccc1NC(=O)CN1CCN(CCO)CC1	x	x	-4	x	-8	x	x	5	-2
O=C(Nc1ccc(Nc2ccccc2)cc1)c1ccco1	82*	67*	0	0.3	-6	0.8	0.2	-3	-11
CCOc1ncccc1C(=O)Nc1ccccc1C(=O)NCc1ccc2c(c1)OCO2	75*	48	x	0.5	x	0.9	0.3	x	x
O=C1C2C3C=CC(C3)C2C(=O)N1/N=C/c1cn(Cc2ccccc2)c2ccccc12 (stereo unspecified)	x	x	1	x	0	x	x	6	-3
CC(=O)N1CCN=C1SCc1ccccc1	-4	8	-7	0.9	-16	0.8	1	6	-12
Cc1cnc(NC(=O)C2COc3ccccc3O2)s1 (stereo unspecified)	18	67*	4	0.3	-9	1	0.8	2	-15
